MEKK2 mut-MEK5: MEK5 binding signal on mutant MEKK2 PB1, primary screen, biochemical, multiplex bead flow cytometry, Alexa488-MEK5; Alexa488-MEK5 binding to MEKK2 mutant; percent response, % at 10 µM; 290,000 tested, 0.35% active; in the data active means percent response above about 24%, passing the limit was not always enough; further: inactives centre near 1; some results filed as inactive read as strong as hits
UBC9 SUMO inh: inhibitors of in vitro SUMOylation cascade, primary screen, biochemical, HTRF, uHTS; SUMO-conjugating enzyme UBC9 (Homo sapiens), P63279; HTRF SUMOylation assay, SAE1/SAE2 + UBC9; inhibition, % at 35 µM; 290,000 tested, 0.36% active; in the data active means inhibition above about 50%, passing the limit was not always enough; further: strong numbers were not always called active
Target sequence (P63279 whole entry, looked up): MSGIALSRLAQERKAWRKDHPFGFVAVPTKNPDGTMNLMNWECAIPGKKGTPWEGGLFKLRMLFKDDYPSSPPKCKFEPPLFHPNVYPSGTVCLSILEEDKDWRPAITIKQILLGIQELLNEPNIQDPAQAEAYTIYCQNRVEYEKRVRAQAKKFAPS
DNA FID counter: compounds displacing fluorescent DNA intercalator, primary screen, artefact control for HCV NS3 helicase inhibitor project, biochemical, FID fluorescence | DNA fluorescent intercalator displacement | inhibition, % at 7.9 µM | 290,000 tested, 0.17% active | AID 1845, 2009; in the data active means inhibition above about 37%;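 further: 0% = vehicle and 100% = reference compound; higher means more ethidium bromide displaced from hairpin DNA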
VIM-2 inhibitor: VIM-2 metallo-beta-lactamase inhibitors, primary screen, biochemical, epi-absorbance readout, Pseudomonas aeruginosa enzyme. purified VIM-2, nitrocefin hydrolysis, epi-absorbance fluorescence. inhibition, % at 5.6 µM. 290,000 tested, 0.89% active;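 active means inhibition above the mean of all tested compounds plus 3 SD, cutoff set per screening run, cut at about 7.5% in these data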;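 further: red hydrolysis product quenches plate fluorescence so inhibitors raise well fluorescence; 0% = enzyme with DMSO and 100% = DMSO without enzyme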
IMP-1 inh: IMP-1 metallo-beta-lactamase inhibitors, primary screen, biochemical, epi-absorbance readout, Pseudomonas aeruginosa enzyme; 290,000 tested, 0.45% active; purified IMP-1, nitrocefin hydrolysis, epi-absorbance fluorescence; AID 1556, 2009; inhibition, % at 5.6 µM; metallo-beta-lactamase IMP-1 (Pseudomonas aeruginosa);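 active means inhibition above the mean plus 3 SD of all compounds in the same screening run, cut at about 4.5% in these data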;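 further: 0% = IMP-1 with DMSO and 100% = DMSO wells lacking enzyme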
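System: Purified recombinant IMP-1 metallo-beta-lactamase enzyme | Measured by: Fluorescence quenching readout, ex 480/em 530 nm | Replication: Singlicate | Incubation: 15 min preincubation plus 25 min reaction at 25 °C | Evaluation: Percent inhibition from optical density relative to buffer-blank wells | Benchmarks: DMSO with and without IMP-1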
MEKK2 WT-MEK5: modulators of MEK5 binding to wildtype MEKK2, primary screen, biochemical, multiplex bead flow cytometry, Alexa488-MEK5. Mitogen-activated protein kinase kinase kinase 2 (Homo sapiens), Q9Y2U5. Alexa488-MEK5 binding to MEKK2 WT; actives lie on both sides. binding response (% of control), % at 10 µM. 290,000 tested, 1.1% active; in the data active means binding response below about 67% or above about 130%
NALP1 inh: NALP1 inflammasome inhibitors in reconstituted yeast, colorimetric, S. cerevisiae, triplicate retest; S. cerevisiae NALP1/ASC/caspase-1 growth, X-gal OD620, 72 h; inhibition, % at 10 µM; 280,000 tested, 0.61% active; in the data active means inhibition mostly above about 24%, no sharp cut-off; inactive means mostly below about 32%; further: some compounds called inactive have numbers as strong as hits
PfM18AAP inh: PfM18AAP inhibitors, malaria aminopeptidase, primary screen, biochemical, QFRET, recombinant enzyme | H-Glu-NHMec fluorogenic cleavage | 290,000 tested, 1.2% active | M18 aspartyl aminopeptidase (Plasmodium falciparum 3D7) | inhibition, % at 7.35 µM;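 active means inhibition above the campaign mean inhibition over all tested compounds plus 3 SD, cut at about 28% in these data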;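 further: 0% = plate median of test compound wells and 100% = 2 mM ZnCl2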
HCV NS3 hel inh: inhibitors of HCV NS3 helicase, primary screen, biochemical, Cy5 molecular beacon fluorescence | Hepatitis C virus NS3 helicase | NS3 helicase DNA unwinding | inhibition, % at 10.9 µM | 290,000 tested, 0.56% active | AID 1800, 2009;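 active means inhibition above the mean of all tested compounds plus 3 SD, set per campaign, cut at about 35% in these data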;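 further: 0% = DMSO wells and 100% = thioflavine S control wells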
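Measured by: Cy5 fluorescence, 0 and 60 min reads / Assay system: NS3 helicase fragment of HCV / Control set: low DMSO, high thioflavine S at 110 µM / Times: 1 h reaction at 25 °C, ATP-initiated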
* = called active by the depositor; . = no result given.

SMILES	MEKK2 mut-MEK5	UBC9 SUMO inh	DNA FID counter	VIM-2 inhibitor	IMP-1 inh	MEKK2 WT-MEK5	NALP1 inh	PfM18AAP inh	HCV NS3 hel inh
Cc1ccc(SCCC(=O)NC(C)C)cc1	1	-26	-4	0.8	-1.8	107	6	-8	-10
COc1ccccc1Nc1nc(NCc2ccco2)nc(N)c1[N+](=O)[O-]	-11	-9	-3	-2.4	-3.8	89	14	2	-7
CCCc1cc(=O)oc2cc(O[C@@H]3O[C@H](CO)[C@@H](O)[C@H](O)[C@H]3O)ccc12	20	-1	-12	-0.2	-2.8	93	2	-1	10
O=C(CSc1nnc(-c2cccs2)n1-c1ccccc1)Nc1ccccc1	-3	-54	-13	-1.9	-3.4	91	-11	-7	-4
CCOC(=O)C1CCN(C=Nc2cc(C)on2)CC1	0	9	0	-2.2	-1.2	99	9	-2	-3
CN1CCN(c2ccc(NC(=O)c3cccs3)cc2)CC1	0	11	5	6.0	-3.8	104	4	5	-2
O=C(Oc1c(-c2ccccc2)c(=O)n2c3c(cccc13)CC2)c1ccccc1	1	4	-17	-1.9	-2.1	105	7	2	-1
Cc1cccc(OCc2nnc(SCC(=O)N3CCCC3)n2C)c1	-5	23	-10	-1.9	-1.1	99	16	-7	-3
S=C(Nc1cccnc1)N1CCc2ccccc21	-1	5	-3	-0.6	-2.2	102	-14	2	-8
Cc1cccc(C(=O)N2CCCN(C(=O)c3cccc(C)c3)CC2)c1	6	16	-13	-2.5	0.5	107	-7	1	-2

Next part, overlapping the part above by three compounds.
SMILES	MEKK2 mut-MEK5	UBC9 SUMO inh	DNA FID counter	VIM-2 inhibitor	IMP-1 inh	MEKK2 WT-MEK5	NALP1 inh	PfM18AAP inh	HCV NS3 hel inh
Cc1cccc(OCc2nnc(SCC(=O)N3CCCC3)n2C)c1	-5	23	-10	-1.9	-1.1	99	16	-7	-3
S=C(Nc1cccnc1)N1CCc2ccccc21	-1	5	-3	-0.6	-2.2	102	-14	2	-8
Cc1cccc(C(=O)N2CCCN(C(=O)c3cccc(C)c3)CC2)c1	6	16	-13	-2.5	0.5	107	-7	1	-2
CCNCc1nc2cc(Cl)ccc2c(=O)[nH]1	-4	-11	11	-4.2	-3.1	93	0	-8	0
CC(C)Nc1nc(-c2ccncc2)nc(-c2ccccc2)c1C#N	8	4	-14	-2.0	-1.7	107	14	-4	-9
O=C(NCc1ccccc1Cl)c1cnc2n(c1=O)CCS2	8	6	-1	-3.6	-4.2	109	-10	-4	7
O=C(O)CCC(=O)Nc1ccc(C(=O)OCC(=O)c2ccc(Cl)cc2Cl)cc1	-10	10	-33	-2.8	-0.4	93	6	2	14
CCOC(=O)C1=C(CC)Nc2ccccc2N=C1NC(=O)c1ccc(OC)c(S(=O)(=O)N2CCCCC2C)c1 (stereo not drawn)	-6	6	-9	-2.9	-2.8	94	19	4	3
Cc1ccc(SCCC(=O)NCc2ccccn2)cc1	2	-5	-10	-5.1	-1.9	101	-5	-13	19
COc1ccc(N2CCN(C(c3cccs3)C(C)NC(=O)c3ccco3)CC2)cc1 (stereo not drawn)	0	-18	-22	-2.3	-0.4	95	-2	1	-4
Cc1ccc(N=Cc2c(O)c3ccccc3oc2=O)c(C)c1	12	9	-2	-1.8	-2.8	109	.	-1	5
O=C(CSc1ccc2nnc(CCNC(=O)c3ccc(F)cc3)n2n1)NCc1ccco1	2	-10	-11	-2.7	-1.3	104	10	8	6
CC(OC(=O)C1CCN(S(=O)(=O)c2ccc(Cl)cc2)CC1)C(=O)NC1CCCCC1C (stereo not drawn)	5	4	-47	-1.7	-1.7	100	16	-2	-4
COc1ccc(N2CCN(C(=O)COCC(=O)O)CC2)cc1	0	-6	4	-0.3	-2.2	100	7	4	9
CCN1CCN(c2ncc(C(=O)N3CCCc4ccccc43)c3ccccc23)CC1	10	13	5	1.1	-2.7	114	14	-4	-6
CN(C)CCN(C(=O)c1cccs1)c1nc2cc3c(cc2s1)OCCO3	9	16	6	-1.3	-1.0	109	26	-7	9
CC1CCCCC1NC(=O)c1ccc(S(=O)(=O)NNC(=O)c2ccncc2)cc1 (stereo not drawn)	-2	-13	-9	-1.5	-1.1	98	.	16	1
O=C(Nc1cc(Cl)ccc1-n1cncn1)c1ccco1	-3	-8	-6	-3.9	-1.6	101	2	0	1
O=C(NCCN1CCOCC1)c1cc(-c2ccc(Cl)cc2)on1	0	11	-4	-3.7	-3.5	101	-13	4	-1
CC(C)(C)NC(=O)C(c1cccs1)N(Cc1ccc(F)cc1)C(=O)c1csnn1 (stereo not drawn)	7	-8	-28	-3.5	-2.3	104	12	-3	16
COc1ccc(NC(C)C(=O)N/N=C/c2cc(Br)ccc2OC)cc1 (stereo not drawn)	0	16	-9	-1.1	-4.1	98	13	1	-17
O=C(COc1c(Cl)cccc1Cl)NN1C(=O)CSC1=S	4	-10	-7	-1.5	-3.3	104	7	17	25
C/C(=N\NC(=S)Nc1ccc(F)cc1)c1ccc2c(c1)OCCO2	-3	0	0	0.1	-2.7	102	4	22	-4
Cn1c(=O)c2c(nc(CN3CCN(C(=O)c4ccco4)CC3)n2Cc2ccccc2F)n(C)c1=O	5	10	-37	1.3	-0.9	107	16	-9	25
O=C(C1CCC1)N1CCc2cc(S(=O)(=O)N3CCc4ccccc4C3)ccc21	1	.	0	-1.8	-0.4	102	.	1	-1
Fc1ccccc1CNC(=S)NC1CCCCC1	1	-6	-8	-3.0	-2.3	102	-3	-8	-7
CCOc1cc(CNn2cnnc2)ccc1OCC(=O)NC1CCCCC1	5	5	-18	0.1	-1.4	106	.	-4	3
O=C(Cn1ncc(Cl)c(Cl)c1=O)N1CCN(Cc2ccccc2)CC1	-4	10	-9	-2.0	-1.8	89	15	0	2
CCOc1ccccc1NC(=O)CNC(=O)Cc1ccccc1	1	5	-4	-1.3	0.4	101	-7	-5	1
O=C(O)c1cc2ccccc2c(=O)s1	2	9	8	-2.1	-1.6	98	-5	1	-1
Cc1onc(-c2c(Cl)cccc2Cl)c1C(=O)c1ccccc1	-13	0	-11	-1.8	-1.6	91	21	-11	1
COc1ccc(N(CC(=O)NCC2CCCO2)S(=O)(=O)c2ccccc2)cc1OC (stereo not drawn)	0	14	-11	-1.9	1.0	96	1	-2	3
CC(OC(=O)c1oc2ccccc2c1CSC1CCCCC1)C(=O)NC(N)=O (stereo not drawn)	-1	17	-4	-1.8	-3.3	103	15	0	-4
O=C(CCc1ccc(O)c(O)c1)NNC(=S)Nc1ccc(Br)cc1Cl	2	-21	4	-7.6	-3.3	96	-11	54*	5
Oc1ccccc1-n1c(-c2ccccc2)ccc1-c1ccccc1	3	-10	-8	-1.0	-2.9	78	0	6	-1
Cc1ccc(-c2nc3ncccn3c2NC(=O)C2CC2)cc1	2	42	1	-0.1	-1.7	102	-7	-12	-1
CCC(C)C(NC(=O)c1ccccc1NC(=O)c1ccco1)C(=O)O (stereo not drawn)	-11	-8	-22	1.3	-0.2	76	33	-9	-1
C#CCNC(=O)C1=C[C@H](c2cn(C(C)=O)c3ccccc23)C[C@H](OCc2ccc(CO)cc2)O1	-15	-4	-43	2.5	2.0	80	-5	3	-13
CCC(C)N=C1Sc2nc3ccc(C)cc3cc2CN1CCOC (stereo not drawn)	0	11	4	-4.2	-2.4	103	3	9	34
CCCc1nn(C)c(C(=O)Nc2cccc(Cl)c2)c1Cl	0	0	-16	-2.8	-5.0	101	28	9	30
COCc1nnc(NC(=O)c2ccc(S(=O)(=O)N3CCOCC3)cc2)o1	-1	1	-20	-2.0	-1.6	99	9	-7	8
Nc1ccc(/C=C/c2ccc3ncccc3c2)cc1	1	33	-2	1.0	-1.1	98	11	8	2
Cc1cccnc1NC(=O)C1c2ccccc2Oc2ccccc21	0	-9	-11	-5.7	-3.1	103	0	-1	2
CCC(C)(C)n1nnnc1CN(Cc1cccs1)Cc1cc2cc(OC)ccc2[nH]c1=O	-6	22	.	.	.	94	4	.	.
CCN(CC)CCN1C(=O)C(=O)/C(=C(/O)c2cnn(-c3ccccc3)c2C)C1c1cccnc1 (stereo not drawn)	4	11	0	-2.8	-2.7	102	3	5	1
CC(NCC(O)COC1CCC(C(C)(C)C)CC1)c1ccccc1 (stereo not drawn)	0	9	34	-2.5	-1.7	110	25*	-13	-82
COC(=O)c1cc(C)nc(Sc2ccccc2N)n1	0	-13	-6	-2.9	-4.5	102	-8	26	12
Nc1c(C(=O)c2ccccc2)sc2nsc(SCCN3CCCC3)c12	-1	13	5	8.3*	1.9	105	11	35*	-16
O=C(Cc1ccccc1)Nc1ccnn1C1CCN(Cc2ccc(CO)o2)CC1	3	0	-2	-1.6	-3.4	108	-3	8	5
Cn1nnc2cc(C(=O)N3CCSCC3)ccc21	5	-10	0	1.4	-1.8	105	13	10	4
O=C(O)CN(Cc1ccco1)S(=O)(=O)c1ccc(F)cc1	4	.	1	-1.1	-1.4	88	.	-2	5
COn1c(SC(C)C)nc2ccccc2c1=O	3	-10	-8	-0.9	-4.6	101	14	-7	16
Cc1cccc(OCC(=O)NCCCNC(=O)c2ccco2)c1	4	-10	-16	-0.8	-2.1	97	-13	13	6
Next part:
SMILES	MEKK2 mut-MEK5	UBC9 SUMO inh	DNA FID counter	VIM-2 inhibitor	IMP-1 inh	MEKK2 WT-MEK5	NALP1 inh	PfM18AAP inh	HCV NS3 hel inh
CCOc1cc(C2c3c(-c4ccccc4)n[nH]c3C(=O)N2c2ccc(C(=O)O)cc2)ccc1O (stereo not drawn)	-5	-2	-35	-1.1	-1.9	97	-1	-4	8
CCCn1ncc(CN2CCC(C(=O)Nc3cccc(-c4cccc(F)c4)c3)CC2)c1C	13	-10	44*	4.5	2.2	144*	33	6	-80
O=C(OCc1ccc(Br)cc1)c1ccncc1	-4	6	14	-3.1	-2.1	92	9	-8	0
CC(C)Sc1nc(C(F)(F)F)cc(=O)n1-c1ccccc1	-1	-20	-2	-3.5	-1.4	100	-4	-1	2
CCCNC1=C(N(C(C)=O)c2cccc(F)c2)C(=O)c2ccccc2C1=O	0	14	-2	-1.3	-5.3	99	23	10	2
COc1ccc(-c2cc(C(=O)N/N=C(\C)c3cccnc3)c3ccccc3n2)cc1	2	9	-27	-2.3	-4.3	102	7	-3	-3
COCc1cc(C)nc(SCC(=O)Nc2ccc(N3CCOCC3)cc2)c1C#N	9	11	-19	-2.4	-3.5	105	8	5	4
CCC(C)c1ccc(OCc2ccc(C(=O)O)o2)cc1 (stereo not drawn)	4	-6	-22	-1.4	-2.0	107	15	0	6
Cc1cc(C)cc(NC(=S)NCc2ccc(S(N)(=O)=O)cc2)c1	-3	-2	-1	-3.4	-2.3	96	10	2	-6

Compounds as they come; 4.7% or so of the library scored in one or more.
